Screening data from PubChem.
MEKK3 PB1 HTS – raises or lowers MEK5 binding to the human MEKK3 PB1 domain; bead-based flow cytometry, Alexa488-MEK5 binding to MEKK3; actives lie on both sides; 0 = blocked by unlabeled MEK5, 100 = vehicle; binding response (% of control), % at 10 µM; 290,000 compounds, 1.4% hits;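 active means binding response more than 3 SD above or below the average of its plate-row segment, actives on both sides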;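 further: Alexa488 bead fluorescence after subtracting the streptavidin-only scavenger bead signal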
PHOSPHO1 inh – PHOSPHO1 (human) inhibition; Q8TCT1; recombinant PHOSPHO1, absorbance phosphatase assay; inhibition, % at 13.3 µM; 290,000 compounds, 1.1% hits; in the data active means inhibition above about 60%
IMP-1 inh – inhibitors of Pseudomonas aeruginosa IMP-1 metallo-beta-lactamase; purified IMP-1, nitrocefin hydrolysis, epi-absorbance fluorescence; inhibition, % at 5.6 µM; 290,000 compounds, 0.45% hits;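 active means inhibition above the mean plus 3 SD of all compounds in the same screening run, cut at about 4.5% in these data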;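 further: 0% = IMP-1 with DMSO and 100% = DMSO wells lacking enzyme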
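Material – recombinant IMP-1 enzyme, purified · Amount – IMP-1 0.2 nM before substrate addition · Medium – HEPES buffer pH 7.1 with ZnSO4 and Brij 35 · Timing – 25 °C, 15 min preincubation, 25 min reaction · Measured by – plate fluorescence quenching by hydrolysis product, ex 480/em 530 nm · Read-out – percent enzyme inhibition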
p-CIP stab down – compounds decreasing mouse p/CIP protein stability. decrease of EGFP signal, % at 10 µM. F442A p/CIP-EGFP cells, EGFP fluorescence, 16 h. Q05BA5. 290,000 compounds, 0.01% hits;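 active means EGFP signal decrease of at least 30% at 10 µM or well 3 SD below plate mean, unless failing retest; inactive means the rest, including hits failing retest or dose response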; further: some compounds called inactive have numbers as strong as hits; many of its hits are not listed in these tables
IDE cell activ – boosts human insulin-degrading enzyme activity in HEK cells; FAbeta-B cleavage, fluorescence polarization; 0% vehicle, 100% cell-free pure enzyme wells; activation, % at 5.96 µM; 340,000 compounds, 0.073% hits; AID 493087;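 active means activation above the mean of all tested compounds plus 3 SD, set per screening campaign, cut at about 17% in these data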
Target sequence (P14735 whole entry, looked up): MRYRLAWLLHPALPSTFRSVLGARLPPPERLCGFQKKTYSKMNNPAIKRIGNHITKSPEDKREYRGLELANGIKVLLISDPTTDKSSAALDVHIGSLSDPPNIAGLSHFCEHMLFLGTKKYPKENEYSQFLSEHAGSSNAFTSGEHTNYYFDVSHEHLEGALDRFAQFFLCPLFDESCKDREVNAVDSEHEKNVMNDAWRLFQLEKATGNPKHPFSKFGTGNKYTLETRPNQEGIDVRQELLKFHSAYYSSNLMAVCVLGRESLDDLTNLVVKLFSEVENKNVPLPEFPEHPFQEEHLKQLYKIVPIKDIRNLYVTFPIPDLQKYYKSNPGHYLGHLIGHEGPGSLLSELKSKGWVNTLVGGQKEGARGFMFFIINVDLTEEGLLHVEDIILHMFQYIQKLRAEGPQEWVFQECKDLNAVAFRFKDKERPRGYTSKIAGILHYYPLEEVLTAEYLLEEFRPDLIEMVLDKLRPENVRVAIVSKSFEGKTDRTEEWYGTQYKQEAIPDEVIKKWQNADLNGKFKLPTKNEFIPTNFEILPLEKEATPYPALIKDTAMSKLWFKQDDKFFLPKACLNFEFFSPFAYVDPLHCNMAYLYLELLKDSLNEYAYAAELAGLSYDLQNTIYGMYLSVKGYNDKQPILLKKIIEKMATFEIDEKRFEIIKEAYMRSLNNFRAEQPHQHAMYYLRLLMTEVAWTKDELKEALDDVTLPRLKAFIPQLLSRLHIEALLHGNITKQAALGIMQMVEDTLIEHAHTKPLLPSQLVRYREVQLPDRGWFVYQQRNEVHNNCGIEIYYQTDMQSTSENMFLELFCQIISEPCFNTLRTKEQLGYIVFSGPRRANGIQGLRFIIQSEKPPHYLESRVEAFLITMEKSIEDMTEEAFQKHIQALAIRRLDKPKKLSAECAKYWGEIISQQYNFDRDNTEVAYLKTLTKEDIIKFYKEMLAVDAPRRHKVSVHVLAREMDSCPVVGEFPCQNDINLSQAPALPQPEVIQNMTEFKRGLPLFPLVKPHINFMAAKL
HCV NS3 hel inh – blocks Hepatitis C virus NS3 helicase unwinding; NS3 helicase DNA unwinding, Cy5 molecular beacon fluorescence; inhibition, % at 10.9 µM; 290,000 compounds, 0.56% hits; AID 1800;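 active means inhibition above the mean of all tested compounds plus 3 SD, set per campaign, cut at about 35% in these data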;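 further: 0% = DMSO wells and 100% = thioflavine S control wells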
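assay system = NS3 helicase fragment of HCV | buffer or medium = MOPS pH 6.5, MgCl2, DTT, Tween20, BSA | timing = 60 min unwinding reaction at 25 °C after ATP addition | signal = Cy5 beacon fluorescence read at start and 1 h | read-out basis = % inhibition of unwinding | control set = low DMSO, high thioflavine S at 110 µM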
SUMO HTRF inh – inhibitors of human SUMOylation (UBC9). HTRF SUMOylation assay, SAE1/SAE2 + UBC9, in vitro. 290,000 compounds, 0.36% hits. P63279. inhibition, % at 35 µM; in the data active means inhibition above about 50%, passing the limit was not always enough; further: strong numbers were not always called active
VIM-2 inhibitor – blocks Pseudomonas aeruginosa VIM-2 metallo-beta-lactamase; purified VIM-2, nitrocefin hydrolysis, epi-absorbance fluorescence; inhibition, % at 5.6 µM; 290,000 compounds, 0.89% hits; AID 1527;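 active means inhibition above the mean of all tested compounds plus 3 SD, cutoff set per screening run, cut at about 7.5% in these data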;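 further: red hydrolysis product quenches plate fluorescence so inhibitors raise well fluorescence; 0% = enzyme with DMSO and 100% = DMSO without enzyme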
DNA FID counter – displaces DNA intercalator in HCV helicase counter-screen. DNA fluorescent intercalator displacement, fluorescence. inhibition, % at 7.9 µM. 290,000 compounds, 0.17% hits. AID 1845; in the data active means inhibition above about 37%;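 further: 0% = vehicle and 100% = reference compound; higher means more ethidium bromide displaced from hairpin DNA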
* hit, by the source's call; . = not tested or not shown. The list is partial; rates above refer to the full screens.

SMILES	MEKK3 PB1 HTS	PHOSPHO1 inh	IMP-1 inh	p-CIP stab down	IDE cell activ	HCV NS3 hel inh	SUMO HTRF inh	VIM-2 inhibitor	DNA FID counter
O=C(Nc1ccc2c(c1)OCO2)c1cc(-c2ccc(O)cc2)on1	91	48	-1.4	-18	8	6	7	-2.2	11
O=C(c1ccc2c(c1)[nH]c(=S)n1c3ccccc3nc21)N1CCN(c2cccc(Cl)c2)CC1	105	27	-4.6	-9	-5	3	32	-3.7	-3
CC1=C(C(=O)NC2CCCc3c2cnn3-c2cc(F)cc(F)c2)OCCO1 (configuration not stated)	102	20	-1.6	-16	-3	5	4	-1.3	-30
Cc1ccccc1-n1c(O)c(C=NC2CCS(=O)(=O)C2)c2ccccc2c1=O (configuration not stated)	88	-2	-2.5	-10	2	-2	8	-1.7	-7
CC1CCCC(C(=O)O)N1C(=O)CCS (configuration not stated)	111	62*	-2.3	-4	4	2	20	-2.4	-6
CCC1CCCCN1CCCNC(=O)c1cc2c(=O)[nH]c3ccccc3c2n1C (configuration not stated)	103	-16	-1.9	-1	2	-2	1	8.9*	4
O=C(Nc1ccc2c(c1)CCC2)c1cccs1	100	40	-1.7	-5	1	-4	14	-0.7	-5
COc1ccc(Cl)cc1NC(=O)C(=O)N/N=C/c1cc(C)n(-c2ccc(C)cc2)c1C	81	1	-4.1	-5	0	-5	11	-1.0	-4
CCCS(=O)(=O)N1CCN(C(=O)c2cc(OC)cc(OC)c2)CC1	101	-4	-3.8	5	4	0	23	-2.9	-3
COc1ccc(Cc2nnc(SCC(=O)NC3CCCCC3)n2C)cc1	.	-23	-2.0	-9	-3	5	20	-1.0	-10
CO/N=C(\N)c1nonc1N	101	27	-2.8	-6	5	7	3	-2.0	-1
Cc1cc(Cl)ccc1OCC(=O)N/N=C/c1ccncc1	100	20	-2.4	-15	-3	0	4	0.4	-16
COc1cccc(C=Nc2ccccc2C(=O)Nc2ccccc2)c1O	93	3	-2.1	-4	4	-10	4	-1.4	-2
CC(=O)c1ccc(-n2nnnc2SCC(=O)Nc2sc(C)c(C)c2C#N)cc1	77	-16	-3.0	6	1	4	-2	-2.9	-2
O=C(C1=C[C@@H](c2ccccc2)C[C@@H](OCc2ccc(CO)cc2)O1)N1CCN(Cc2ccc3c(c2)OCO3)CC1	108	20	-2.1	1	-1	-19	-7	-0.5	-23
Cc1ccnc(SCC(=O)Nc2oc(-c3ccccc3)c(-c3ccccc3)c2C#N)n1	105	14	1.4	7	5	-4	-10	-0.3	-1
CCc1cccc(N(C)C(N)=Nc2cccc3ccccc23)c1	116	8	.	-6	2	.	-4	.	.
Cc1ccc(CCNC(=O)c2cccc(NC3=NC4CS(=O)(=O)CC4S3)c2)cc1 (configuration not stated)	103	18	-2.0	-5	-1	25	6	-3.0	-15
CCc1nnc(NC(=O)C2CCN(C(=O)c3ccco3)CC2)s1	97	32	-3.3	-8	-1	1	0	-0.3	-6
O=C(O)c1cccn1Cc1ccccc1F	106	13	-2.2	-1	-1	-7	18	-0.1	-3

Results in MEKK3 PB1 HTS and DNA FID counter, for some of the entries so far:
compound | MEKK3 PB1 HTS | DNA FID counter
O=C(Nc1ccc2c(c1)OCO2)c1cc(-c2ccc(O)cc2)on1 | 91 | 11
O=C(c1ccc2c(c1)[nH]c(=S)n1c3ccccc3nc21)N1CCN(c2cccc(Cl)c2)CC1 | 105 | -3

Complete entries from above:
O=C(Nc1ccc2c(c1)OCO2)c1cc(-c2ccc(O)cc2)on1 as listed: MEKK3 PB1 HTS = 91; PHOSPHO1 inh = 48; IMP-1 inh = -1.4; p-CIP stab down = -18; IDE cell activ = 8; HCV NS3 hel inh = 6; SUMO HTRF inh = 7; VIM-2 inhibitor = -2.2; DNA FID counter = 11
CC1=C(C(=O)NC2CCCc3c2cnn3-c2cc(F)cc(F)c2)OCCO1 (configuration not stated) as listed: MEKK3 PB1 HTS = 102; PHOSPHO1 inh = 20; IMP-1 inh = -1.6; p-CIP stab down = -16; IDE cell activ = -3; HCV NS3 hel inh = 5; SUMO HTRF inh = 4; VIM-2 inhibitor = -1.3; DNA FID counter = -30
CC(=O)c1ccc(-n2nnnc2SCC(=O)Nc2sc(C)c(C)c2C#N)cc1 as listed: MEKK3 PB1 HTS = 77; PHOSPHO1 inh = -16; IMP-1 inh = -3.0; p-CIP stab down = 6; IDE cell activ = 1; HCV NS3 hel inh = 4; SUMO HTRF inh = -2; VIM-2 inhibitor = -2.9; DNA FID counter = -2

Further results follow.
SMILES	MEKK3 PB1 HTS	PHOSPHO1 inh	IMP-1 inh	p-CIP stab down	IDE cell activ	HCV NS3 hel inh	SUMO HTRF inh	VIM-2 inhibitor	DNA FID counter
COc1ccccc1OCCNC(=O)CN(c1cccc(C)c1)S(=O)(=O)c1ccccc1	104	29	-1.5	-6	-4	3	-7	-2.1	-68
CC(Oc1ccccc1)C(=O)N1CCN=C1SCc1ccccc1F (configuration not stated)	63	36	-2.2	2	-3	0	-1	2.4	-18
CC(C)(C)c1nnc(NC(=O)c2cccnc2Cl)s1	105	14	-2.1	-8	1	11	16	-1.1	-4
COCc1cc(C)n(CC(=O)Nc2c(C)cccc2C)c(=O)c1C#N	97	20	-0.9	-7	4	-4	7	-2.9	-1
C#CCOc1c(Cl)cc(/C=N/NC(N)=S)cc1OCC	96	-7	-1.7	-10	4	9	-1	-4.3	-14
COc1ccc(OC)c(C(=O)N/N=C/c2ccccn2)c1	107	40	-1.3	-4	1	2	10	-2.6	-6
CCOC(=O)[C@@H]1[C@H]2COc3cc(OC)ccc3[C@@H]2N2C(=O)N(c3ccc(C(F)(F)F)cc3)C(=O)[C@@]12C	100	-7	-2.7	-1	1	-38	7	-0.8	-33
COc1ccc(CCN2CC(C(=O)NCCc3ccccn3)CCC2=O)cc1 (configuration not stated)	104	43	-1.3	-13	7	0	17	-1.5	-15
CC(CCc1ccccc1)NC(=O)C1CCCN(C(=O)c2cc3sccc3n2C)C1 (configuration not stated)	108	12	-3.0	1	0	-13	-18	-2.1	-35
CCNC(=O)/C(=C/c1ccco1)NC(=O)/C=C/c1ccccc1	107	44	-5.0	-18	8	22	24	-2.3	-7
COc1ccc(/C(C)=N/NC(=O)CNC(=O)c2cccnc2)cc1	105	40	-0.8	-5	5	26	12	-0.8	-19
CCOC(=O)Nc1sc(NS(=O)(=O)c2ccc(C)cc2)nc1C	104	21	-0.8	3	7	-7	20	-2.3	-6
COC(=O)c1ccc(NC(=O)CSc2nnc(C3CC3)n2C)cc1	104	28	-1.5	-3	-1	0	8	-2.2	-10
CCOc1ccc(N2C(=O)CC(NCCc3ccc(S(N)(=O)=O)cc3)C2=O)cc1 (configuration not stated)	88	1	3.7	2	0	6	8	-0.4	-12
COc1ccc(NC(=O)CN(C)C(=O)c2cccc(S(=O)(=O)N3CCN(Cc4ccccc4)CC3)c2)cc1	104	4	-2.4	-27	7	-18	-2	-2.9	-16
Cc1ccc(C)c(OCC(=O)Nc2nc3ccc([N+](=O)[O-])cc3s2)c1C	96	-29	-2.3	-12	-2	1	-4	-0.1	3
COc1ccc(/C=C2\SC(=S)N(Cc3cccnc3)C2=O)cc1C	104	-12	-1.7	-18	6	5	4	0.3	-1
CC(O)CNCCCCOc1ccc(OCc2ccccc2)cc1 (configuration not stated)	53	30	-3.5	-17	2	-10	17	1.1	20
CC(C)(C)c1ccc(C(=O)OCCNC(=O)c2c(Cl)nc3ccccn23)cc1	108	-9	0.2	4	13	-3	-16	-0.3	-16
COc1cc(C)nc(N(C)S(=O)(=O)c2ccccc2Cl)n1	97	16	-2.9	-15	2	-5	9	-3.4	-11

Fetched one by one from above (6):
SMILES	MEKK3 PB1 HTS	PHOSPHO1 inh	IMP-1 inh	p-CIP stab down	IDE cell activ	HCV NS3 hel inh	SUMO HTRF inh	VIM-2 inhibitor	DNA FID counter
COc1ccccc1OCCNC(=O)CN(c1cccc(C)c1)S(=O)(=O)c1ccccc1	104	29	-1.5	-6	-4	3	-7	-2.1	-68
CC(O)CNCCCCOc1ccc(OCc2ccccc2)cc1 (configuration not stated)	53	30	-3.5	-17	2	-10	17	1.1	20
CC(Oc1ccccc1)C(=O)N1CCN=C1SCc1ccccc1F (configuration not stated)	63	36	-2.2	2	-3	0	-1	2.4	-18
COc1ccc(NC(=O)CN(C)C(=O)c2cccc(S(=O)(=O)N3CCN(Cc4ccccc4)CC3)c2)cc1	104	4	-2.4	-27	7	-18	-2	-2.9	-16
COCc1cc(C)n(CC(=O)Nc2c(C)cccc2C)c(=O)c1C#N	97	20	-0.9	-7	4	-4	7	-2.9	-1
COC(=O)c1ccc(NC(=O)CSc2nnc(C3CC3)n2C)cc1	104	28	-1.5	-3	-1	0	8	-2.2	-10

Next compounds:
SMILES	MEKK3 PB1 HTS	PHOSPHO1 inh	IMP-1 inh	p-CIP stab down	IDE cell activ	HCV NS3 hel inh	SUMO HTRF inh	VIM-2 inhibitor	DNA FID counter
O=C1OC(NC(=O)c2ccccc2)C(N2CCOCC2)=C1Cl (configuration not stated)	101	14	0.7	1	3	2	-5	0.3	-1
O=C(NNc1c(Cl)cccc1Cl)c1c(F)cccc1Cl	95	12	-2.2	-19	9	-5	-8	-0.8	3
CC(=O)NC1CC2CCCC(C1)N2CC(=O)NCc1ccc(F)cc1 (configuration not stated)	95	-6	3.1	-12	5	1	20	-0.7	-1
COc1ccc(NC(=O)N2CCCC(C(=O)NCCc3ccccc3)C2)cc1 (configuration not stated)	100	31	-1.4	-5	11	-2	-3	-5.3	-32
COc1ccc(S(=O)(=O)N(CC(=O)NC2CCCC2)c2ccccc2OC)cc1	107	-20	-1.6	-2	2	-2	-3	-1.5	-38
COc1ccc(N2CCCn3c2nc2c3c(=O)n(Cc3ccccc3F)c(=O)n2C)c(OC)c1	108	-7	-1.4	-9	1	-4	31	-0.7	-13
COc1ccc(CN2CN=C(Nc3nc4ccccc4s3)NC2)cc1	102	4	-1.7	-16	-1	0	-9	-2.2	-2
O=C(Nc1ccccc1)OCc1cc(-c2ccccc2Cl)on1	.	8	-3.4	-13	0	-11	-7	-3.1	-10
CN(Cc1nc(-c2cnccn2)no1)C1CC(C)(C)NC(C)(C)C1	102	41	-3.2	-2	2	-12	20	-3.5	-4
CCc1nc(-n2[nH]c(=O)c3ccccc3c2=O)c2c3c(sc2n1)CCCC3	98	.	-2.8	.	3	2	.	4.0	0
Cc1cccc(N=C2NC(=O)/C(=C3/C(=O)N(C)c4ccccc43)S2)c1C	110	15	-3.8	-4	1	1	33	-0.7	8
Cn1c(CNS(=O)(=O)c2ccc(Cl)cc2)cc(=O)n(C)c1=O	103	28	0.0	-27	3	2	9	0.0	-4
COc1cc(COc2ccc3c(C)c(CC(=O)O)c(=O)oc3c2C)cc(OC)c1OC	102	15	-0.3	-13	1	15	18	0.2	-28
CCOc1ccc(CCNC(=O)C2CSC3(C)CCC(=O)N23)cc1OCC (configuration not stated)	106	4	1.6	-3	2	1	6	-2.6	-26
